Compound activity as filed in PubChem.
Xi reactivation – reactivates the inactive X chromosome in mouse fibroblasts; XiGFP mouse fibroblasts, % GFP-positive cells imaging, 3 d; cells co-treated with 5-aza-dC sensitizer; scaled so ellipticine positive control = 100%; activation, % at 7.58 µM; 360,000 tested, 0.055% active;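 active means mean normalized replicate activation at least 10% and every replicate at or above 10%; inconclusive means only one of the two criteria met; inactive means mean below 10% and not all replicates reach 10%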;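 further: 0% = median of on-plate neutral control wells and 100% = ellipticine 6 µM median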
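material = 68-5-11 XiGFP fibroblast line | medium = DMEM plus 5-aza-dC sensitizer | schedule = 3 days compound exposure | benchmarks = positive control ellipticine, 6 µM final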
RAD54 branch – RAD54 (human) branch migration inhibition. RAD54 Holliday junction branch migration, FAM/BHQ fluorescence. inhibition, % at 10.4 µM. 360,000 tested, 0.14% active. AID 602329;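 active means mean normalized replicate activity at least 40 and at least half of replicates scoring 40 or more; inconclusive means only one of the two criteria met; inactive means mean below 40 and under half of replicates reaching 40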;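 further: 0% = median of neutral control wells and 100% = median of positive control wells; inhibitors cause a drop in the FAM fluorescence signal; in these data hits start at about 50%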
ARNT-TACC3 inh – disrupts binding between human ARNT and TACC3 | Q9Y6A5 | AlphaScreen His-ARNT PAS-B/GST-TACC3 binding, luminescence; TACC3 fragment carries E629A point mutation | inhibition, % at 9.99 µM | 390,000 tested, 0.66% active | AID 623870;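 active means mean inhibition of replicates at least 50% and at least half of replicates each reaching 50%; inconclusive means half or more replicates reach 50% but mean below 50%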;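 further: 0% = complete ARNT plus TACC3 wells and 100% = ARNT alone without TACC3; many hits fall short of the cut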
CFTR F508del cor – CFTR F508del correction in bronchial cells; AID 720511; activity (quench increase), % at 7.58 µM; CFBE cells, YFP halide quenching; stimulated with forskolin plus potentiator P3; % fluorescence drop versus neutral controls; 350,000 tested, 0.36% active;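 active means mean added fluorescence quench of at least 8% versus neutral control, with both replicates also reaching 8%; inconclusive means only one of the mean or replicate conditions met; inactive means mean below 8% and not both replicates reaching 8%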;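 further: cells transiently co-express mutant CFTR-F508del with the halide-sensitive YFP; corrector assay measuring rescue of mutant channel to the surface after 24 h compound exposure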
RAD52 inh – inhibitors of human RAD52 DNA annealing | P43351 | recombinant RAD52 DNA annealing, FRET fluorescence | inhibition, % at 18.7 µM | 360,000 tested, 0.46% active;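 active means every replicate showing at least 50% inhibition; inconclusive means mean inhibition at least 50% but not in every replicate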
GSIS activator – GLuc luminescence reporter in INS-1E cells, primary screen for activators of glucose-dependent secretion of insulin; INS-1E GLuc reporter insulin secretion, 2-3 h; activation, % at 16.6 µM; 370,000 tested, 0.61% active;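 active means lowest replicate activation of at least 40%, so every replicate reaches that level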;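 further: 0% = median of neutral control wells and 100% = median of IBMX positive control wells; some compounds called inactive have numbers as strong as hits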
esBAF inh – inhibitors of esBAF chromatin remodeling in mouse ES cells; Bmi1-luciferase knock-in reporter, 24 h; 100% = twice the neutral-well signal; reporter increase, % at 12.5 µM; 350,000 tested, 2% active; in the data active means activation above about 40%; inconclusive means no clear call, values can overlap the other calls;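 further: 0% = median of the plate's neutral control wells and 100% = double that signal; a rise in the Bmi1 reporter signal indicates esBAF inhibition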
ERAP1 inh – blocks human ERAP1 aminopeptidase activity | recombinant ERAP1, Leu-AMC fluorescence, 60 min | inhibition, % at 10.7 µM | 340,000 tested, 0.15% active | AID 652197;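 active means mean replicate inhibition of at least 30%, or all replicates individually reaching that 30% level; inactive means mean below 30% and not every replicate reaching it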;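 further: 0% = neutral control wells and 100% = L-leucinethiol positive control wells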
Target sequence (Q9NZ08 whole entry, looked up): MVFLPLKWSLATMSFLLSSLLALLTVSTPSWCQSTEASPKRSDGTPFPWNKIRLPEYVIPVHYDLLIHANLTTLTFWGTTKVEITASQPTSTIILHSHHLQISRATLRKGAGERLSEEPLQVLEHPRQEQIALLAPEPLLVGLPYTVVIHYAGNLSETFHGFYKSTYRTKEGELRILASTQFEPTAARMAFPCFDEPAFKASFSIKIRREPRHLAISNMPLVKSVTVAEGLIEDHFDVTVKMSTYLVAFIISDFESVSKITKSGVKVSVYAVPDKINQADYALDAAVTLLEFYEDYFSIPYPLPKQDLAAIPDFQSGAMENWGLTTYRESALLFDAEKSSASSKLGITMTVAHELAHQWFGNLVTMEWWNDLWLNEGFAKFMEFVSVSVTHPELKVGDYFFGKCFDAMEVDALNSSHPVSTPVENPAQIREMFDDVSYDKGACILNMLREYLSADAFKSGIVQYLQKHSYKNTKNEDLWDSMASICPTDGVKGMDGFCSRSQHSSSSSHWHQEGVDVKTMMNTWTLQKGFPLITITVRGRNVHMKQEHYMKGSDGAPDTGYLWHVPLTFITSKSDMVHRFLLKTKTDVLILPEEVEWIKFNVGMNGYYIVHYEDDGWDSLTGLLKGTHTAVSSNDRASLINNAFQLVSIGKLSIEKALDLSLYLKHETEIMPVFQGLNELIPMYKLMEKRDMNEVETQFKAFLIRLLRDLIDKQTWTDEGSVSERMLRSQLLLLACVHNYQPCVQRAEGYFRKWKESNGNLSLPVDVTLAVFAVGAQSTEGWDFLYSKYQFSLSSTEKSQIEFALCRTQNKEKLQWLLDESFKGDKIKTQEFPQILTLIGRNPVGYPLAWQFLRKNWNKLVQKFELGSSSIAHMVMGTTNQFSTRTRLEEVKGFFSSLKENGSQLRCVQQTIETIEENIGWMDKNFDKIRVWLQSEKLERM
The depositor's hits bear a star; ? = inconclusive; nt = no result given; & = joins results of further samples.

nr	mol	esBAF inh	GSIS activator	CFTR F508del cor	RAD52 inh
1	CN(CCc1ccccn1)C(=O)CCC1CCCN(C(=O)CN2CCCCCC2)C1 (configuration not stated)	-3.7	-1.0	0.7	-18.1
2	Cc1nnc(SCC(=O)c2ccc([N+](=O)[O-])cc2)s1	nt	-4.8	-4.4	3.3
3	COC(=O)C1=C(C)N(Cc2cccc(C(F)(F)F)c2)C(=NCc2ccc(OC)cc2)NC1c1ccc(Cl)cc1 (configuration not stated)	nt	nt	-1.5	-22.1
4	Cc1ccc(S(=O)(=O)NCC2CCC(C(=O)NCc3ccccn3)CC2)cc1 (configuration not stated)	1.4	-3.0	-0.4	-8.8
5	CSc1ccc(CN(C)CC(=O)Nc2ccccc2C(=O)NC2CC2)cc1	-2.3	-8.1	2.6	-8.8
6	CC(=O)N[C@@H](CC(=O)O)C(=O)O	-3.3	5.1	3.9	-3.9
7	Cn1c(SCc2cccc(Br)c2)nc2c1c(=O)[nH]c(=O)n2C	4.2	8.9	2.2	11.1
8	O=C(Nc1ccon1)c1ccc(Br)s1	10.8	-3.8	-0.4	-10.0
9	COc1ccc(CN(CC(O)COCc2ccccc2)S(=O)(=O)c2ccccc2Br)cc1 (configuration not stated)	-8.5	-35.5	-1.3	-28.0
10	C[C@@H]1CN([C@@H](C)CO)C(=O)c2cc(C#Cc3ccncc3)cnc2O[C@@H]1CN(C)Cc1ccncc1	0.1	3.2	1.3	nt
11	C[C@@H]1CN([C@@H](C)CO)C(=O)CCCn2nncc2CO[C@@H]1CN(C)C(=O)NC1CCCCC1	5.0&-3.1&-0.2	18.1&-4.4	-3.1&-1.3&-2.1	-18.9&-1.0
12	Cc1ccc2c(c1)c1c3n2CCN(CCC(=O)O)C3CCC1 (configuration not stated)	-2.3	-5.5	-1.2	-1.9

nr	RAD54 branch	Xi reactivation	ARNT-TACC3 inh	ERAP1 inh
1	-3.6	0.0	19.4	-10.8
2	nt	0.0	2.8	-2.3
3	nt	4.6	nt	1.3
4	-8.9	0.2	3.7	8.2
5	-0.6	0.0	5.1	2.6
6	3.0	?	-2.2	-1.9
7	0.1	0.1	0.6	2.3
8	-16.2	-0.1	-2.5	4.6
9	5.7	-0.2	0.9	nt
10	nt	-0.1	nt	nt
11	-1.0&-0.7	0.1&0.0	-8.7	-3.8&1.2
12	-4.2	0.0	12.9	-1.8

Ordered by value in RAD52 inh (low to high): some entries from above
item | Molecule | RAD52 inh
3 | COC(=O)C1=C(C)N(Cc2cccc(C(F)(F)F)c2)C(=NCc2ccc(OC)cc2)NC1c1ccc(Cl)cc1 (configuration not stated) | -22.1
1 | CN(CCc1ccccn1)C(=O)CCC1CCCN(C(=O)CN2CCCCCC2)C1 (configuration not stated) | -18.1
8 | O=C(Nc1ccon1)c1ccc(Br)s1 | -10.0
5 | CSc1ccc(CN(C)CC(=O)Nc2ccccc2C(=O)NC2CC2)cc1 | -8.8
12 | Cc1ccc2c(c1)c1c3n2CCN(CCC(=O)O)C3CCC1 (configuration not stated) | -1.9

Next part
nr	mol	esBAF inh	GSIS activator	CFTR F508del cor	RAD52 inh
13	Cc1ccc(C(=O)NN2CCOCC2)cc1[N+](=O)[O-]	2.0	-6.1	-0.1	-3.2
14	O=c1c(-c2ccccc2)c(O)cc(-c2ccncc2)n1-c1ccc(Cl)cc1	-7.9	2.8	-0.1	-36.8
15	COCCN(Cc1cc2c(C)cc(C)cc2nc1Cl)C(=O)c1ccccc1F	nt	nt	-5.3	-1.7
16	COc1ccc(C(=O)C2CCCN(Cc3ccc4c(c3)OCCO4)C2)cc1F (configuration not stated)	4.3	-9.7	-1.0	-10.1
17	O=C(Nc1ccc(Br)cc1)c1cccc(N2C(=O)C3C4C=CC(C4)C3C2=O)c1 (configuration not stated)	17.8	-37.8	2.0	4.7
18	C[C@@H]1CN([C@H](C)CO)C(=O)Cc2cc(NC(=O)CCN3CCOCC3)ccc2O[C@@H]1CN(C)Cc1ccc2c(c1)OCO2	1.7	25.0	-1.1	-19.9
19	CN1CCN(c2ccccc2NC(=O)c2ccc(-c3ccc(Cl)c(Cl)c3)o2)CC1	-47.4	-21.8	1.1	-6.1
20	COCCn1c(SCC(=O)Nc2cc(C)on2)nc2c([nH]c3ccccc32)c1=O	-2.2	25.7	-0.4	-0.7
21	CN(C)Cc1cn(CC[C@H]2CC[C@@H](NC(=O)Nc3ccc4c(c3)OCO4)[C@@H](CO)O2)nn1	-1.8	-2.0	1.6	-2.3
22	CC(C)c1ccc2oc(=O)cc(CN3CCN(Cc4ccccc4)CC3)c2c1	-9.7	-0.6	-1.4	-23.4
23	CCOC(=O)C1CCN(C(=O)c2cccc(N3C(=O)NC4CC3(C)Oc3ccc(C)cc34)c2)CC1 (configuration not stated)	6.3	-21.5	1.9	-6.8
24	Cc1nc2ccc(Br)cc2c(=O)n1Cc1cccs1	nt	8.0	-1.7	-25.2

nr	RAD54 branch	Xi reactivation	ARNT-TACC3 inh	ERAP1 inh
13	0.8	0.0	-5.2	1.2
14	2.9	0.1	-2.6	2.2
15	nt	0.0	-2.3	-2.8
16	-0.5	-0.1	-0.7	-3.1
17	8.8	0.0	2.5	-5.0
18	7.3	0.3	nt	-6.0
19	-7.5	0.0	-2.4	3.0
20	7.9	0.0	nt	-1.6
21	-2.4	0.6	-14.4	-2.5
22	3.3	0.1	-3.2	-2.6
23	-0.8	0.2	-1.1	-6.2
24	nt	0.2	-6.3	1.3

Molecules above that contain a thiophene ring, fused or not, in the order listed:
nr	mol	esBAF inh	GSIS activator	CFTR F508del cor	RAD52 inh
8	O=C(Nc1ccon1)c1ccc(Br)s1	10.8	-3.8	-0.4	-10.0
24	Cc1nc2ccc(Br)cc2c(=O)n1Cc1cccs1	nt	8.0	-1.7	-25.2

nr	RAD54 branch	Xi reactivation	ARNT-TACC3 inh	ERAP1 inh
8	-16.2	-0.1	-2.5	4.6
24	nt	0.2	-6.3	1.3

New compounds follow.
nr	mol	esBAF inh	GSIS activator	CFTR F508del cor	RAD52 inh
25	Cc1noc(C)c1S(=O)(=O)Nc1ccc2c(c1)C(=O)N([C@@H](C)CO)C[C@@H](C)[C@H](CN(C)C(=O)Nc1ccc3c(c1)OCO3)O2	8.7	6.3	1.0	7.3
26	Cc1c(Br)ccc(NC(=O)c2ccccc2[N+](=O)[O-])c1C	-3.7	1.1	1.2	-4.8
27	CCCc1cc(=O)[nH]c2nnc(SCC(=O)Nc3nccs3)n12	nt	11.0	-1.4	2.6
28	O=C(Nc1cc(F)ccc1F)N[C@@H]1CC[C@@H](CCn2cc(C3CCCCC3)nn2)O[C@H]1CO	7.3	15.9	1.7	-11.0

nr	RAD54 branch	Xi reactivation	ARNT-TACC3 inh	ERAP1 inh
25	4.7	-0.8	-5.6	0.7
26	-4.3	0.4	nt	-2.5
27	-9.4	0.1	-2.4	-6.5
28	-11.1	-0.2	-23.6	0.2

A second format for 2 compounds above:
Second line of a record – esBAF inh	GSIS activator	CFTR F508del cor	RAD52 inh	RAD54 branch	Xi reactivation	ARNT-TACC3 inh	ERAP1 inh
#27 CCCc1cc(=O)[nH]c2nnc(SCC(=O)Nc3nccs3)n12
→ nt	11.0	-1.4	2.6	-9.4	0.1	-2.4	-6.5
#28 O=C(Nc1cc(F)ccc1F)N[C@@H]1CC[C@@H](CCn2cc(C3CCCCC3)nn2)O[C@H]1CO
→ 7.3	15.9	1.7	-11.0	-11.1	-0.2	-23.6	0.2
